esBAF inh: blocks esBAF chromatin remodeling in mouse ES cells; Bmi1-luciferase knock-in reporter, 24 h; 100% = twice the neutral-well signal; reporter increase, % at 12.5 µM; 350,000 compounds, 2% hits; AID 602393; in the data active = activation above about 40%;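 also: 0% = median of the plate's neutral control wells and 100% = double that signal; a rise in the Bmi1 reporter signal indicates esBAF inhibition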
FN deposit inh: fibronectin deposition inhibition. inhibition, % at 12.6 µM. 350,000 compounds, 0.086% hits. AH1F fibroblasts, Alexa488-fibronectin deposition fluorescence, overnight. AID 743247;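 active = mean inhibition across replicates of 30% or more, regardless of how many single replicates reach that level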;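 also: positive control wells lacked labelled fibronectin entirely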
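material = AH1F fibroblast monolayer depositing Alexa488-labelled fibronectin into matrix | amount = 10000 AH1F cells/well | buffer or medium = DMEM plus 2% serum, read in PBS | incubation = 1 h cell adhesion before compound, then overnight fibronectin incubation | detection = fluorescence at 485 nm excitation, 525 nm emission | evaluation = percent inhibition as loss of matrix-bound fibronectin fluorescence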
LGR2 inh: inhibitors of bursicon-induced Drosophila LGR2 receptor cAMP signaling; 380,000 compounds, 0.35% hits; HEK293 LGR2, CRE-luciferase, bursicon-stimulated, 4 h; inhibition, % at 9.99 µM;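 active = drop in luminescence signal, shown as inhibition above about 50% in the replicate tests, limit read from the data, passing the limit was not always enough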;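 also: agonist challenge used bursicon conditioned medium at about half maximal strength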
SIRT5 block: inhibitors of human sirtuin-5 desuccinylase. Q9NXA8. Purified SirT5, succinyl-peptide AMC, trypsin-coupled fluorescence. inhibition, % at 15 µM. 330,000 compounds, 1.1% hits. AID 652115; in the data active = inhibition above about 15%
Target sequence (Q9NXA8 whole entry, looked up): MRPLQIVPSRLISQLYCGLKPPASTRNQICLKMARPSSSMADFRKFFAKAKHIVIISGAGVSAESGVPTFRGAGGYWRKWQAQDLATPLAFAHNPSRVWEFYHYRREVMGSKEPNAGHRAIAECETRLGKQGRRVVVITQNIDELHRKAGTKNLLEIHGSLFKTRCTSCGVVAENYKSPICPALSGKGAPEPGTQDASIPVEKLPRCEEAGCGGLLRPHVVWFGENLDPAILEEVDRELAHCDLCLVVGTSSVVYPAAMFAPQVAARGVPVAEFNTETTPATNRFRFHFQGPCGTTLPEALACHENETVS
S100A4 inh HTS: inhibitors of human S100A4 binding to myosin IIA peptide; inhibition, % at 10.7 µM; S100A4/TAMRA-MyoIIA peptide fluorescence polarization; 360,000 compounds, 0.14% hits;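 active = mean inhibition of at least 70% across replicates, with every replicate also reaching that level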
Target sequence (P26447 whole entry, looked up): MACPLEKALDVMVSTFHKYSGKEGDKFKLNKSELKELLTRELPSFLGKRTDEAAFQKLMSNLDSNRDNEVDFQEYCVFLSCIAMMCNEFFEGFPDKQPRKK
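Material: S100A4 monomer protein / Buffer or medium: 50 mM HEPES pH 7.2, 10 mM CaCl2, 100 mM KCl / Times: 5 min incubation before reading / Benchmarks: neutral control DMSO, positive control TFP / Reagent: labelled myosin peptide probe, 5 nM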
C2C12 statin: protects C2C12 myotubes from simvastatin toxicity | ATP luminescence, 48 h; scaled: DMSO 0, geranylgeraniol control 100 | rescue of ATP level, % at 7.49 µM | 330,000 compounds, 0.78% hits | AID 602340;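 active = mean ATP rescue above about 67%, or every replicate alone reaching that limit, limit read from the data, passing the limit was not always enough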;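 also: myotubes were challenged with 10 µM simvastatin during compound exposure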
Casp6 inh: caspase-6 (human) enzyme inhibition | 350,000 compounds, 0.53% hits | purified caspase-6, Z-VEID-R110 cleavage fluorescence | inhibition, % at 12.5 µM | P55212 | AID 686996;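 active = mean inhibition across replicates at least about 35%, with every replicate also reaching that limit, limit read from the data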;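 also: 0% = median of neutral control wells and 100% = no fluorescence left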
Target sequence (P55212 24-179 limits assumed): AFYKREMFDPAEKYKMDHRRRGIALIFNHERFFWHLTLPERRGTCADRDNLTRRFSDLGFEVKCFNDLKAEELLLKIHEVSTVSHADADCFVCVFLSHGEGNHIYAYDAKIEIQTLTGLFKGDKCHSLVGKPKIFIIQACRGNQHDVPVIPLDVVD
Target sequence (P55212 194-293 limits assumed): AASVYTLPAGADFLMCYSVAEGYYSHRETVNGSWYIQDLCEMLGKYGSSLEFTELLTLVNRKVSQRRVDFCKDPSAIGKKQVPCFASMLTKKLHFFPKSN
* marks the source's active call; other numbers are inactive results; nt = not tested or not shown. An excerpt; the hit share may differ from the screen's.

(1) COc1cc2c(cc1OC)C1=C(C#N)CC/C(=N\S(=O)(=O)c3ccccc3)N1CC2
(2) Cc1nn(-c2ccccc2)c(C)c1C(=O)OCC(N)=O
(3) Cc1n[nH]c(=O)c2c1nnn2Cc1ccc(F)cc1
(4) O=C(c1ccccc1F)N1CC(=O)N2[C@H](C1)[C@H](c1ccc(-c3ccc(F)cc3)cc1)[C@@H]2CO
(5) O=C1N[C@@H](Cc2cn(S(=O)(=O)c3ccccc3)c3ccccc23)C(=O)N[C@H]1Cc1ccccc1
(6) CCNS(=O)(=O)c1ccc(NC(=O)Cc2ccc(F)cc2)cc1

Screen / compound no.	1	2	3	4	5	6
S100A4 inh HTS	-1	-2	5	-1	2	-29
C2C12 statin	-4	6	-2	nt	-2	-2
SIRT5 block	-3	nt	-4	-2	-1	-5
esBAF inh	9	-6	-7	nt	0	3
Casp6 inh	1	-3	-2	4	-1	-2
FN deposit inh	6	-1	3	nt	16	nt
LGR2 inh	-22	6	-8	-3	23	2

(7) C[C@H](NC(=O)c1[nH]cnc1C(=O)Nc1ccc(CNC(=O)OC(C)(C)C)cc1)C(=O)OCc1ccccc1
(8) COc1ccc(C(C)C)cc1S(=O)(=O)Nc1ccc(Cl)cn1
(9) COc1ccc(/C(C)=N/NC(=O)CNC(=O)c2cccnc2)cc1
(10) CCOc1ccc(-c2ccc(SCC(=O)Nc3nnc(C)s3)nn2)cc1
(11) Cc1ccc2c(c1)CO[C@]21O[C@H](CCO)C[C@H](O)[C@H]1O
(12) CC(=O)Nc1c2c(nn1-c1ccc(F)cc1)CSC2

Screen / compound no.	7	8	9	10	11	12
S100A4 inh HTS	-6	nt	-5	63	-3	-1
C2C12 statin	-1	12	6	0	8	8
SIRT5 block	nt	nt	-2	-12	-4	3
esBAF inh	16	6	-11	-11	-3	-2
Casp6 inh	nt	nt	-4	0	-1	-1
FN deposit inh	9	5	-1	2	nt	6
LGR2 inh	0	nt	-20	-1	-13	-4

(13) COc1ccc(/C(=N/Nc2ncnc3ccccc23)C(=O)O)cc1
(14) NNC(=O)c1ccc(CN2C(=O)c3cccc4cccc2c34)cc1
(15) COc1ccc(NC(=O)Nc2ccc3c(c2)[C@H]2C[C@@H](CC(=O)NCc4ccncc4)O[C@@H](CO)[C@H]2O3)cc1
(16) COCCOC(=O)C1=C(N)Oc2c(oc(CO)cc2=O)C1c1ccccc1F (stereo not drawn)
(17) COc1ccc(-c2ccc([C@H]3[C@H](CO)N4CCCCN(CC5CCOCC5)C[C@@H]34)cc2)cc1
(18) O=C(C[C@H]1C=C[C@H](NC(=O)C2CCC2)[C@@H](CO)O1)NCCCN1CCOCC1

Screen / compound no.	13	14	15	16	17	18
S100A4 inh HTS	0	0	0	-1	2	16
C2C12 statin	8	nt	nt	4	47	5
SIRT5 block	4	-1	-1	-4	3	-2
esBAF inh	59*	nt	nt	-3	1	0
Casp6 inh	2	0	-4	0	0	-6
FN deposit inh	0	7	nt	nt	nt	5
LGR2 inh	-97	nt	27	-5	-5	-7

(19) C#CCOCCOCCOCCNc1nc(N2CCN(C(=O)[C@H]([C@@H](C)CC)n3cc(CCC(=O)O)nn3)CC2)nc(N2CCN(C(=O)[C@H](C)n3cc(CCCN=C(N)N)nn3)CC2)n1
(20) Cc1cccc(NS(=O)(=O)c2ccc3nc(-c4ccccc4)[nH]c3c2)c1C
(21) COC(=O)c1ccc(C2/C(=C(/O)c3ccc(OC)cc3)C(=O)C(=O)N2Cc2ccco2)cc1 (stereo not drawn)
(22) CCOc1ccc(-n2nc3cc(C)c(N)cc3n2)cc1
(23) COc1ccc2sc(-c3ccc(S(C)(=O)=O)cc3)c(-c3ccc4c(c3)OCCO4)c2c1
(24) COc1ccc(-c2ccc3c(c2)[C@H]2[C@H](CCN2C(=O)CN2CCOCC2)[C@H](CO)N3)cc1

Screen / compound no.	19	20	21	22	23	24
S100A4 inh HTS	-3	-2	nt	-5	-3	24
C2C12 statin	2	nt	-1	-9	-1	36
SIRT5 block	-8	-14	nt	-1	-3	9
esBAF inh	6	nt	2	-44	8	40
Casp6 inh	-3	-2	nt	1	1	-1
FN deposit inh	10	-9	-4	-2	17	-2
LGR2 inh	1	16	5	-48	14	3

(25) Cc1nc(SCC(=O)N2CCOCC2)c2c(=O)n(C)c(=O)n(C)c2n1
(26) Cc1cc(=O)oc2c(C)c(OC(C)C(=O)NCC3CCC(C(=O)O)CC3)ccc12 (stereo not drawn)
(27) O=C(N[C@H]1CC[C@@H](CCn2cc(-c3cccnc3)nn2)O[C@@H]1CO)c1ccccc1F
(28) C[C@@H]1CN([C@@H](C)CO)C(=O)c2cccc(NC(=O)c3nc4ccccc4s3)c2O[C@@H]1CN(C)C(=O)NC1CCCCC1
(29) C[C@@H](O)C#Cc1cnc2c(c1)C(=O)N([C@@H](C)CO)C[C@H](C)[C@@H](CN(C)Cc1ccc(-c3ccccc3)cc1)O2
(30) CC1(C)CC(=O)/C(=C(\O)c2ccccc2)C(=NCCc2ccccc2)C1

Screen / compound no.	25	26	27	28	29	30
S100A4 inh HTS	-1	-6	-7	5	0	1
C2C12 statin	-75	3	4	-10	-52	nt
SIRT5 block	-2	nt	-6	5	6	3
esBAF inh	1	-7	1	2	-25	nt
Casp6 inh	7	-1	2	nt	3	-6
FN deposit inh	0	nt	nt	-1	13	2
LGR2 inh	-7	nt	10	15	5	25

(31) COCCCNC(=S)NC(=O)c1ccc(C)cc1
(32) c1ccc(Oc2ncnc3sccc23)cc1
(33) CO[C@H]1CN(C)C(=O)c2cc(NC(=O)c3cccc(Oc4ccccc4)c3)ccc2OC[C@@H](C)NC[C@H]1C
(34) CC(C)=CCOc1ccc2ccc(=O)oc2c1
(35) COc1cc(-c2[nH]ncc2CN2CCSCC2)cc(OC)c1OC
(36) O=C(COC(=O)C1CCC1)Nc1ncc(Cl)cc1Cl

Screen / compound no.	31	32	33	34	35	36
S100A4 inh HTS	0	1	nt	3	-4	1
C2C12 statin	nt	11	-35	8	18	5
SIRT5 block	-6	-10	nt	-13	0	2
esBAF inh	nt	7	0	31	-6	2
Casp6 inh	-3	0	nt	-3	-3	8
FN deposit inh	3	-2	9	nt	-2	-2
LGR2 inh	-61	-7	6	-43	-2	12

5 compounds from above, reduced to C2C12 statin, LGR2 inh and FN deposit inh:
#	molecule	C2C12 statin	LGR2 inh	FN deposit inh
31	COCCCNC(=S)NC(=O)c1ccc(C)cc1	nt	-61	3
32	c1ccc(Oc2ncnc3sccc23)cc1	11	-7	-2
33	CO[C@H]1CN(C)C(=O)c2cc(NC(=O)c3cccc(Oc4ccccc4)c3)ccc2OC[C@@H](C)NC[C@H]1C	-35	6	9
34	CC(C)=CCOc1ccc2ccc(=O)oc2c1	8	-43	nt
35	COc1cc(-c2[nH]ncc2CN2CCSCC2)cc(OC)c1OC	18	-2	-2

The results go on.
(37) COC(=O)c1c(NC(=O)CCC(=O)O)sc(Cc2ccccc2)c1C
(38) CC(=O)Nc1ccc2c(c1)C(=O)N(C)[C@H]1CC[C@@H](CC(=O)NCc3ccc(F)cc3)O[C@@H]1CO2
(39) COC(=O)C1=C(C)N(Cc2ccc(C(F)(F)F)cc2)C(=NCc2ccccc2C(F)(F)F)NC1c1ccc(F)cc1 (stereo not drawn)
(40) CN1CCC(N(C)C(=O)COc2ccc(S(=O)(=O)N3CCOCC3)cc2)CC1
(41) CC(C)(C)C(=O)Cn1ncc(N2CCOCC2)c(Cl)c1=O
(42) CSc1nc(N(C)C)nc(N2CC(=O)N(CCNS(=O)(=O)c3ccc(C)cc3)C2=N)n1

Screen / compound no.	37	38	39	40	41	42
S100A4 inh HTS	5	16	0	2	3	4
C2C12 statin	nt	7	nt	1	2	nt
SIRT5 block	1	-2	-2	-1	-4	-1
esBAF inh	nt	-3	nt	-2	14	nt
Casp6 inh	2	-5	-1	-3	1	-1
FN deposit inh	6	8	6	3	1	4
LGR2 inh	-4	0	11	-6	-32	10

(43) O=C(Nc1nnc(SCc2ccc(F)cc2)s1)c1ccc2c(c1)C(=O)N(c1ccccc1Cl)C2=O
(44) C[C@@H]1CN([C@@H](C)CO)C(=O)Cc2cc(NS(=O)(=O)c3cccs3)ccc2O[C@H]1CN(C)S(C)(=O)=O
(45) c1ccc(COc2ccc(-c3cc4nc(NCCOc5ccccc5)ccn4n3)cc2)cc1
(46) O=C(NCCOc1ccccc1)c1cccc(S(=O)(=O)NCc2ccccc2)c1
(47) CC(=O)c1cc(CN2CCN(Cc3ccccc3)C(CCO)C2)cs1 (stereo not drawn)
(48) O=C(c1ccc(Cl)s1)N1CCN(S(=O)(=O)c2ccc(Cl)cc2)CC1

Screen / compound no.	43	44	45	46	47	48
S100A4 inh HTS	-4	19	2	-9	-1	-4
C2C12 statin	nt	20	6	8	4	5
SIRT5 block	-1	-1	nt	-3	-5	4
esBAF inh	nt	-2	5	nt	2	-1
Casp6 inh	0	-3	-4	2	0	-2
FN deposit inh	-2	nt	nt	-4	-4	-4
LGR2 inh	-5	13	-35	-4	20	-5

3 compounds out of the list, sorted by SMILES length, high to low:
(45) c1ccc(COc2ccc(-c3cc4nc(NCCOc5ccccc5)ccn4n3)cc2)cc1
(46) O=C(NCCOc1ccccc1)c1cccc(S(=O)(=O)NCc2ccccc2)c1
(47) CC(=O)c1cc(CN2CCN(Cc3ccccc3)C(CCO)C2)cs1 (stereo not drawn)

Screen / compound no.	45	46	47
S100A4 inh HTS	2	-9	-1
C2C12 statin	6	8	4
SIRT5 block	nt	-3	-5
esBAF inh	5	nt	2
Casp6 inh	-4	2	0
FN deposit inh	nt	-4	-4
LGR2 inh	-35	-4	20

Carrying on:
(49) Cc1nc(NS(=O)(=O)c2ccccc2)sc1C(=O)N/N=C/c1ccccc1
(50) COCCNC(=O)C1(C)CCN(C(=O)c2cccnc2Oc2ccccc2)C1 (stereo not drawn)
(51) O=C(NCCc1ccccc1)c1nc(CS(=O)(=O)c2ccc(Cl)cc2)no1
(52) CCS(=O)(=O)N1CCN(C(=O)c2cc(OC)cc(OC)c2)CC1
(53) Cc1cc2oc(=O)c(CC(=O)NCCCO)c(C)c2c2occ(C(C)(C)C)c12
(54) Cc1cc(CNC(=O)C2CCC(=O)N(CCc3cccc(F)c3)C2)nn1C (stereo not drawn)
(55) Cc1ccc2occ(-c3nn[nH]n3)c(=O)c2c1
(56) COc1cccc(NC(=O)CCS(=O)(=O)c2ccc(Br)cc2)c1
(57) COc1ccc(-c2cn(Cc3ccc4ccccc4c3)nn2)cc1

Screen / compound no.	49	50	51	52	53	54	55	56	57
S100A4 inh HTS	-1	-5	-3	-5	-1	1	-1	-6	1
C2C12 statin	9	12	11	-2	-9	-1	-1	-1	32
SIRT5 block	1	-1	1	-2	-8	-1	-3	-5	3
esBAF inh	-3	-9	-5	-3	9	0	2	-6	20
Casp6 inh	7	0	2	-1	1	12	1	-1	3
FN deposit inh	0	18	0	nt	-7	nt	16	5	7
LGR2 inh	-4	21	-5	10	-20	-2	-2	1	-23

Screening results (PubChem BioAssay)
